# Assay outcomes as filed in PubChem.
# Abeta rescue – qHTS for compounds that reverse cellular toxicity of Amyloid beta (A-beta) peptide in yeast: Primary Screen; yeast expressing A-beta42, growth rescue, OD600, 48 h; response scale: 0% DMSO, 100% iron-clioquinol control; Potency, µM (titrated, usually from 46.1 µM), for inactives: at the highest dose growth rescue, actives largely listed as activators; 410,000 tested, 0.063% active; AID 1347071, 2019; further: potency means the concentration at half of the fitted maximal effect; nearly all actives have a fitted effect of over 55% in size
#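 Growth rescue measured by 600 nm absorbance after 48 h yeast culture at 30 C with compound. Values normalized between DMSO and an equimolar ferric chloride plus clioquinol control.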
# FUS yeast rescue – qHTS for Suppressors of FUS Proteinopathy: Primary screen using FUS-linked yeast assay; S. cerevisiae FUS-expressing, growth rescue, OD600, 24 h; Potency, µM (doses to about 76.6 µM), without a hit: at the top dose growth rescue (activation), actives largely listed as activators; 390,000 tested, 0.24% active; AID 1347120, 2019;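 further: potency means the concentration at half of the fitted maximal effect; plate controls were DMSO vehicle for no effect and reference control for full effect; nearly all actives have a fitted effect of over 55% in size; some results filed as inactive show a strong effect at the top dose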
#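 Compound concentration series was pinned onto galactose-induced FUS-expressing yeast seeded at OD 0.005. Plates sat 24hr at 30C; absorbance at 600 nm gave growth. DMSO served as background control.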
# EPAC1 ag – qHTS for Agonist of cAMP-regulated guanine nucleotide exchange factor 3 (EPAC1): primary screen; Rap guanine nucleotide exchange factor 3 (Homo sapiens), O95398; EPAC1 agonist qHTS, biochemical assay; response scale: 100% = response to 6.5 mM cAMP; Potency, µM (top dose mostly 154 µM), without a hit: at the highest dose activation, actives largely listed as activators; 360,000 tested, 0.073% active; AID 720707, 2013; further: potency means the concentration at half of the fitted maximal effect; nearly all actives have a fitted effect of over 60% in size
# Target sequence (O95398 whole entry, looked up): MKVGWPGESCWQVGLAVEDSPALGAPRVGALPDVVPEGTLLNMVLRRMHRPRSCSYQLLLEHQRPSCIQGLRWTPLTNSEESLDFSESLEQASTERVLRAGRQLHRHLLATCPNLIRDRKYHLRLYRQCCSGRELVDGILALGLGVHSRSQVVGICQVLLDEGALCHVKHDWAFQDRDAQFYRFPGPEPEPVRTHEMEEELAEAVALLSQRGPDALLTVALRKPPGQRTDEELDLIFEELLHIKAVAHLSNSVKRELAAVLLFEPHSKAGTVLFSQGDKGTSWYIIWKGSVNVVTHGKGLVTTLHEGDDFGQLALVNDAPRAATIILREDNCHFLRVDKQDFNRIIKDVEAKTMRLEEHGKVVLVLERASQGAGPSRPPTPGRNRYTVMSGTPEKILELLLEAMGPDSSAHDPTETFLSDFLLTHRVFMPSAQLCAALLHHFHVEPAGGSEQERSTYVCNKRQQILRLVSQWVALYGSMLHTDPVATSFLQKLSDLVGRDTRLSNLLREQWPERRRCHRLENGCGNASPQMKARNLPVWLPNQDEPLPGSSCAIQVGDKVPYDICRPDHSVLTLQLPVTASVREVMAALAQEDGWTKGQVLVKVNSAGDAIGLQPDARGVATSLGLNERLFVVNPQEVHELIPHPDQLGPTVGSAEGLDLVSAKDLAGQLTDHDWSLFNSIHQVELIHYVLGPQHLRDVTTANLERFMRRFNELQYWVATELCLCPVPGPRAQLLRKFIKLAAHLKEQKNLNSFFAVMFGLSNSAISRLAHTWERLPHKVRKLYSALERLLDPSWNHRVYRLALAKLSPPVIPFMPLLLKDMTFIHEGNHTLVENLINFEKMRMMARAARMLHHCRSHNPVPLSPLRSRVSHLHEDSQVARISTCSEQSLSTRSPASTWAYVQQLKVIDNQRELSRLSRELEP
#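 Normalized to 6.5 mM cAMP, activity reflects EPAC1-catalysed release of BODIPY-GDP from Rap1B, followed kinetically over 30 min at 480 nm excitation, 540 nm emission. Reaction contained 100 nM EPAC1, 250 nM Rap1B-BODIPY-GDP, 50 uM GDP.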
# WRN helicase inh – qHTS for Inhibitors of WRN Helicase; WRN helicase unwinding, fluorescent forked duplex, kinetic; Potency, µM (series often up to 114 µM), for inactives: at the highest dose activity change, negative = inhibition, most hits filed as inhibitors; 360,000 tested, 0.46% active; further: potency means the concentration at half of the fitted maximal effect; on the % scale 0 is the no-effect control and ±100 the full control effect; nearly all actives have a fitted effect of over 55% in size
#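 Kinetic fluorescence helicase assay: unwinding of a quenched forked DNA duplex (100 nM final) with 2 mM ATP final raises red fluorescence (525/598 nm). Compounds sat 15 min at room temperature with 20 nM WRN beforehand.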
# PI5P4K alpha inh – qHTS for Inhibitors of phosphatidylinositol 5-phosphate 4-kinase (PI5P4K); Phosphatidylinositol 5-phosphate 4-kinase type-2 alpha (Homo sapiens), P48426; 330,000 tested, 1.2% active; PI5P4Kalpha enzyme, ADP-Glo luminescence, 60 min; stronger effect = lower value; max response, %; active means max response of -50% or lower; inconclusive means between -30% and -50%; inactive means -30% or higher; further: value at the top dose of about 77 µM; on the % scale 0 is the no-effect control and ±100 the full control effect
#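 Human PI5P4Kalpha with substrate in 0.038 M HEPES pH 7.4, 0.28 mM EGTA, 0.1% CHAPS, 5% DMSO; reaction started with 5 microM ATP (final), 60 min at room temperature. ADP formed read by ADP-Glo luminescence.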
# PLK1 PBD inh – qHTS for Inhibitors of PLK1-PDB (polo-like kinase 1 - polo-box domain): Primary Screen | Plk1 PBD binding of FITC phosphopeptide, fluorescence polarization | AID 720504, 2013 | Potency, µM, for the others: max response, negative = inhibition, hits mostly inhibitors | 360,000 tested, 2.8% active; further: potency means the concentration at half of the fitted maximal effect; series mostly up to about 57 µM; on the % scale 0 is the no-effect control and ±100 the full control effect; nearly all actives have a fitted effect of over 65% in size
# IL2 activator – qHTS of IL-2 Activators; 360,000 tested, 0.065% active; activation, % (series mostly up to about 46 µM); IL-2 activation reporter assay, cell-based qHTS; stimulated with anti-CD3/CD4/CD28 beads; in transgenic mouse T cells; in the data active means activation above about 50%; inconclusive means mostly about 30% to 49%; further: 0% is about no effect
#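 Readout: EGFP and DsRed signals by fluorescent plate cytometry. Unstimulated transgenic mouse T cells received compound 60 min before antibody-bead stimulation, then incubated 18 h at 37 degrees C.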
# EPAC1 antag – qHTS for Antagonist of cAMP-regulated guanine nucleotide exchange factor 3 (EPAC1): primary screen. Rap guanine nucleotide exchange factor 3 (Homo sapiens), O95398. EPAC1 GEF assay, Rap1b-BODIPY-GDP exchange fluorescence. Potency, µM (top dose mostly 115 µM), inactives show at the top dose activity change, negative = inhibition, usual class: inhibitors. 360,000 tested, 0.14% active. AID 720709, 2013;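 further: potency means the concentration at half of the fitted maximal effect; plate controls were vehicle for no effect and positive control for full effect; nearly all actives have a fitted effect of over 50% in size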
# An asterisk follows results filed as active; ? = inconclusive; . = no result given; [ ] = another dose, or the depositor's remark. Unless noted, the call rests on the fitted dose curve; in most records, active means well fitted curve in the direction sought with a large enough effect; inconclusive means small, poorly fitted or top-dose-only effect, or another doubt; inactive means no such curve, though single readings can be large; an effect the other way counts as inactive or inconclusive.
SMILES,Abeta rescue,FUS yeast rescue,EPAC1 ag,WRN helicase inh,PI5P4K alpha inh,PLK1 PBD inh,IL2 activator,EPAC1 antag
O=C(Nc1ccc(F)cc1F)NC1CCN(Cc2c(F)cccc2Cl)CC1,10%,6%,1%,5%,6,-12%,-4.3,18%
CC(=O)Nn1cnc2c(c1=O)C1(CCCC1)Cc1ccccc1-2,9%,29%,2%,-9%,1,-5%,2.4,-9%
COc1cc(NC(=O)c2ccco2)c(C(=O)OCC(=O)c2c[nH]c3ccccc23)cc1OC,4%,42%,2%,-4%,-13,-5%,-4.1,-13%
Cc1cccc(-c2nc(C)cc(=O)[nH]2)c1,-8%,-2%,9%,5%,8,-6%,0.6,-11%
C=CCc1ccccc1OCC(=O)N/N=C/c1ccc(OC(C)=O)cc1OC(C)=O,-11%,-7%,0%,-14%,?,-14%,-2.9,-38%
CC(C)C[C@H]1COc2cc(N3CCSCC3)ccc2S(=O)(=O)N1,-6%,3%,-9%,-1%,0,4%,-0.4,-1%
CCOc1ccccc1NC(=O)Cn1c(=O)n(-c2ccc(OC)cc2OC)c(=O)c2c(C)c(C(=O)N(CC)CC)sc21,5%,32%,9%,-4%,-4,-9%,-0.7,-3%
O=C(C[n+]1ccccc1)N/N=C/c1cc(Br)ccc1O,-31%,20%,-5%,14%,16,4%,-2.4,16%
CCn1nnc(NC(=O)C(C)Oc2ccc(Cl)cc2Cl)n1 (stereo unspecified),7%,39%,7%,-6%,.,-3%,-0.5,1%
CCOc1ccc2nc(SCC(=O)Nc3ccc(S(=O)(=O)N4CCCC4)cc3)c(C)cc2c1,-5%,-26%,1%,-4%,0,3%,-0.8,-7%
CC(SC1=NCCN1S(=O)(=O)c1ccc(F)cc1)c1ccccc1 (stereo unspecified),?,20%,4%,2%,19,2%,-2.5,8%
Cc1ccc(S(=O)(=O)NCC(C)NS(C)(=O)=O)cc1 (stereo unspecified),4%,18%,-3%,13%,0,-2%,-1.1,5%
O=C1SC(SCc2ccccc2Cl)=N/C1=C\c1ccc(C(=O)O)cc1,-9%,13%,8%,-18%[11.6 µM],-27,17µM*,0.0,6%
CCC(NC(=O)CSc1nnnn1C1CC1)c1ccc(Br)cc1 (stereo unspecified),-4%,-12%,8%,2%,4,-8%,2.4,21%
COc1cc(C(=O)NCc2nnc(SCC(=O)N3CCCC3)o2)cc(OC)c1OC,9%,-8%,8%,1%,-2,-10%,-1.7,-7%
C#CCOCCOCCOCCNc1nc(N2CCN(C(=O)Cn3cc(CCCCN)nn3)CC2)nc(N2CCN(C(=O)[C@H]([C@@H](C)CC)n3cc(CCCN=C(N)N)nn3)CC2)n1,3%,-4%,-22%,8%,0,-1%,-0.6,4%
COc1ccccc1NC(=O)CCC(=O)OCc1ccc(Br)cc1,?,23%,2%,-7%[57.1 µM],5,1%,-0.5,?
Cc1ccccc1CN1CCN(C(C)C(=O)NCc2ccccc2)CC1 (stereo unspecified),2%,4%,0%,-5%,4,-6%,-0.5,2%
CCC(=NCCc1c(C)[nH]c2ccc(OC(F)(F)F)cc12)C1=C(O)CC(c2ccccc2)CC1=O (stereo unspecified),15%,23%,-9%,-10%,21,-10%,-0.9,3%
COc1ccccc1C(=O)NC(=O)COC(=O)CNC(=O)c1ccccc1F,-8%,9%,-7%,0%,2,-1%,0.2,10%

# Printed as active in PLK1 PBD inh, of those listed so far:
SMILES | WRN helicase inh | PI5P4K alpha inh | PLK1 PBD inh | IL2 activator | EPAC1 antag
O=C1SC(SCc2ccccc2Cl)=N/C1=C\c1ccc(C(=O)O)cc1 | -18%[11.6 µM] | -27 | 17µM* | 0.0 | 6%

# (more compounds)
SMILES,Abeta rescue,FUS yeast rescue,EPAC1 ag,WRN helicase inh,PI5P4K alpha inh,PLK1 PBD inh,IL2 activator,EPAC1 antag
Cc1ccc(C2C(C(=O)O)c3ccccc3C(=O)N2C)c(C)c1 (stereo unspecified),3%,.,-5%,3%,5,-1%,-0.2,5%
Cc1cc(/C=N/n2cnnc2)c(C)n1-c1ccc(OCc2ccc(Cl)cc2Cl)cc1,-90%[inhibitor],?,10%,-8%,1,-6%,-0.6,-17%
O=C(CNC(=O)/C(=C\c1ccc(Br)cc1)NC(=O)c1ccccc1)OCc1ccccc1,-8%,34%,14%,-14%,-2,-7%,-4.3,?
CCn1c(SCC(=O)Nc2nc(C)cs2)nnc1-c1ccoc1C,8%,23%,2%,-2%,-11,-12%,0.1,10%
CCCNC(=O)c1nc(C)n(-c2cc(Cl)ccc2Cl)n1,-7%,-15%,-3%,10%,-2,21µM*,12,11%
CCc1cccc2c1NC(=O)C21OCCO1,-5%,-13%,2%,-18%,?,-2%,1.1,16%
CCOc1ccc(Br)cc1S(=O)(=O)Nc1ccc(N2CCOCC2)cc1,10%,37%,4%,8%,-9,-4%,-1.7,0%
Cc1ccc(N2C(N)=C(C#N)C(c3cccnc3)C3=C2CC(C)(C)CC3=O)cc1 (stereo unspecified),10%,6%,15%,0%,-4,-10%,1.3,3%
O=C(COC(=O)/C=C/c1cccc([N+](=O)[O-])c1)Nc1cccnc1Cl,-6%,-26%,-1%,-15%,1,2%,1.2,-11%
COc1ccc(CN2c3cc(S(=O)(=O)N4CCOCC4)ccc3N3CCCC32)cc1 (stereo unspecified),10%,44%,5%,-4%,-2,-10%,1.4,-6%
Cc1cccc(C(=O)N[C@@H](C)C(=O)N2CCN(c3ncccn3)CC2)c1,3%,-10%,6%,-1%,-1,-7%,0.7,-20%
CCC(=O)N(Cc1cc(=O)[nH]c2ccccc12)c1ccc(C)cc1,4%,8%,9%,7%,-23,-11%,-0.2,12%
CC(=O)Nc1ccc(NC(=O)C(C)OC(=O)C2CCN(S(=O)(=O)c3cccs3)CC2)cc1 (stereo unspecified),-7%,15%,-5%,-13%,1,-1%,-0.1,-5%
Cc1nc(CC(=O)NNS(=O)(=O)c2cccc(Cl)c2Cl)cs1,1%,.,4%,-21%,?,-21%,0.0,-1%
CC1=C(C(=O)OCC2CCCO2)C(c2ccncc2)C2=C(CC(C)(C)CC2=O)N1 (stereo unspecified),3%,5%,0%,9%,3,?,0.5,3%
N#Cc1c(C#N)c(-c2ccccc2)n(-c2ccccc2)c1N,8%,-17%,-7%,-6%,-9,-13%,0.7,2%
CC1CCN(c2nc3c(=O)[nH]c(N)nc3n2[C@@H]2O[C@H](CO)[C@@H](O)[C@H]2O)CC1,-22%,7%,12%,9%,0,-12%,2.6,-10%
CCCc1nc2ccc(Cl)cn2c1Cc1ccsc1,-5%,-8%,-11%,-9%,-2,-8%,-1.0,0%
O=C(O)C1(P(=O)(c2ccc(Cl)cc2)c2ccc(Cl)cc2)CC1,1%,-18%,8%,-1%,-3,-1%,-2.5,-4%
COc1ccc(NC(=O)Nc2ccccc2C(N)=O)cc1OC,-1%,8%,6%,1%,.,-5%,-4.0,2%

# Part of the list above, with two lines to a compound:
# Sequence of screens: Abeta rescue | FUS yeast rescue | EPAC1 ag | WRN helicase inh | PI5P4K alpha inh | PLK1 PBD inh | IL2 activator | EPAC1 antag
Cc1ccc(C2C(C(=O)O)c3ccccc3C(=O)N2C)c(C)c1 (stereo unspecified)
  3% | . | -5% | 3% | 5 | -1% | -0.2 | 5%
Cc1cc(/C=N/n2cnnc2)c(C)n1-c1ccc(OCc2ccc(Cl)cc2Cl)cc1
  -90%[inhibitor] | ? | 10% | -8% | 1 | -6% | -0.6 | -17%
O=C(CNC(=O)/C(=C\c1ccc(Br)cc1)NC(=O)c1ccccc1)OCc1ccccc1
  -8% | 34% | 14% | -14% | -2 | -7% | -4.3 | ?
CCn1c(SCC(=O)Nc2nc(C)cs2)nnc1-c1ccoc1C
  8% | 23% | 2% | -2% | -11 | -12% | 0.1 | 10%
CCCNC(=O)c1nc(C)n(-c2cc(Cl)ccc2Cl)n1
  -7% | -15% | -3% | 10% | -2 | 21µM* | 12 | 11%
CCc1cccc2c1NC(=O)C21OCCO1
  -5% | -13% | 2% | -18% | ? | -2% | 1.1 | 16%
CCOc1ccc(Br)cc1S(=O)(=O)Nc1ccc(N2CCOCC2)cc1
  10% | 37% | 4% | 8% | -9 | -4% | -1.7 | 0%
Cc1ccc(N2C(N)=C(C#N)C(c3cccnc3)C3=C2CC(C)(C)CC3=O)cc1 (stereo unspecified)
  10% | 6% | 15% | 0% | -4 | -10% | 1.3 | 3%
O=C(COC(=O)/C=C/c1cccc([N+](=O)[O-])c1)Nc1cccnc1Cl
  -6% | -26% | -1% | -15% | 1 | 2% | 1.2 | -11%
COc1ccc(CN2c3cc(S(=O)(=O)N4CCOCC4)ccc3N3CCCC32)cc1 (stereo unspecified)
  10% | 44% | 5% | -4% | -2 | -10% | 1.4 | -6%

# Going on with the list.
SMILES,Abeta rescue,FUS yeast rescue,EPAC1 ag,WRN helicase inh,PI5P4K alpha inh,PLK1 PBD inh,IL2 activator,EPAC1 antag
Clc1ccc(-n2cc(COCc3ccccc3)nn2)cc1,1%,-5%,9%,8%,-2,-18%,0.2,-5%
CCOC(=O)C1=C(COC(=O)CNC(=O)c2cc(OC)c(OC)c(OC)c2)NC(=O)NC1C (stereo unspecified),-8%,-7%,-4%,-9%,-1,5%,0.3,-9%
COc1ccc(Cn2cc(CN3CC(N(C)C)CS3(=O)=O)nn2)cc1 (stereo unspecified),-11%,-18%,-1%,5%,-3,-10%,0.3,6%
CCN(CC)Cc1nc2sc(C)c(C)c2c(=O)[nH]1,-3%,-21%,-9%,5%,-8,6%,2.1,-6%
CCOc1cc(N2CCOCC2)c(OCC)cc1NC(=O)CSc1nc(N)cc(=O)[nH]1,18%,-9%,12%,-9%,3,-7%,-0.6,-19%
CC(NC(=O)NC(=O)c1ccc(F)cc1)C1CC1 (stereo unspecified),14%,14%,0%,-5%,-3,3%,0.0,-1%
COc1cc(OC)c(OC)cc1CN1CCSCC1,18%,0%,-4%,-2%,-2,6%,4.1,2%
